Screens as filed in PubChem.
GPR55 LPI antagonism – inhibition of LPI-stimulated GPR55 beta-arrestin translocation – imaging, U2OS, beta-arrestin-GFP, LPI agonist, primary screen (AID 2013); U2OS GPR55 beta-arrestin-GFP translocation imaging, LPI antagonism; higher % means a stronger effect; one-dose inhibition, % at 10 µM; IC50 in µM for titrated hits; hit rate 0.13% among 290,000;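 active = spots per cell inhibited over 60%, with over 100 cells counted and total cytoplasm intensity under 500,000; inconclusive = wells with under 100 cells, flagged as likely toxic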;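 also: U2OS cells stably carrying GPR55 and arrestin-GFP stimulated by 5 µM LPI near EC80; imaged beta-arrestin-GFP aggregate spots per cell after agonist stimulation; plate controls were LPI-stimulated DMSO wells for no effect and DMSO wells without LPI for full effect; some results filed as inactive read as strong as hits; confirmed hits need IC50 under 10 µM and bright autofluorescent wells are also inconclusive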
NS5 inhibitors – Dengue-2 NS5 methyltransferase inhibitors, primary screen, biochemical, confirmation dose response (AID 588689); Dengue-2 NS5 methyltransferase capping enzyme assay, biochemical; higher % means a stronger effect; inhibition, % at 25 µM, or IC50 in µM where a hit was titrated; hit rate 0.3% among 340,000; in the data active = a potency from the dose series; inconclusive = inhibition above about 29% without an active follow-up result
AID2073 – inhibitors of Mint1-CaV2.2 protein interaction, biochemical, HTRF (AID 2073); HTRF protein-protein interaction, Mint1-CaV2.2; higher % means a stronger effect; one-dose inhibition, % at 20 µM; IC50 in µM for titrated hits; hit rate 0.19% among 290,000; in the data active = inhibition mostly above about 51%, no sharp cut-off; inconclusive = no clear call, values can overlap the other calls; inactive = mostly below about 53%; also: some results filed as inactive read as strong as hits
Siah-1 displacement – Siah-1 peptide-binding antagonists, primary screen, biochemical, fluorescence polarization, rhodamine-plectin, uHTS (AID 1817); Siah-1 / rhodamine-plectin peptide fluorescence polarization; higher % means a stronger effect; one-dose displacement, % at 20 µM; IC50 in µM for titrated hits; hit rate 0.02% among 290,000;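 active = displacement of at least 50% at 20 µM, with a fluorescence ratio check between 0.3 and a set limit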;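 also: plate controls were Siah plus tracer with DMSO for no effect and tracer alone without Siah for full effect; strong numbers were not always called active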
NTR1 agonist – agonists of NTR1, primary screen, imaging, U2OS cells, beta-arrestin-GFP, high content (AID 493036). NTR1-U2OS beta-arrestin-GFP spot imaging, agonist mode. activation, % at 20 µM. hit rate 0.17% among 330,000;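 active = activation at or above 40% of the spot to cytoplasm intensity ratio, with at least 20 cells analyzed; inconclusive = wells under 20 cells, flagged as cytotoxic or low count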;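 also: 0% = DMSO without peptide and 100% = 100 nM NTR1 peptide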
Target sequence (P30989 whole entry, looked up): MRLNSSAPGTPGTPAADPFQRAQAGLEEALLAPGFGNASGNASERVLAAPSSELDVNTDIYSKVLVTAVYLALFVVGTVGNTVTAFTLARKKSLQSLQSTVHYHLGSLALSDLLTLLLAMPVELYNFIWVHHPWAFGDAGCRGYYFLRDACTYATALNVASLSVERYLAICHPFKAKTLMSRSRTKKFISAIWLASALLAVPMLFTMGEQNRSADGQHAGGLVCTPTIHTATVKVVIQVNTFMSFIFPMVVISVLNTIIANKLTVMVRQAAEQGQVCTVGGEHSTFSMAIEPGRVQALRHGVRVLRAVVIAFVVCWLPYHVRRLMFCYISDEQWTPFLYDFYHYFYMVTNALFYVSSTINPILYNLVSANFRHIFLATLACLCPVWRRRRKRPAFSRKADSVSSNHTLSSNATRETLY
HIV fusion peptide – cell-free HIV fusion peptide-binding blockers – biochemical, uHTS, fluorescence dequenching, primary screen (AID 1986). cell-free peptide binding, fluorescence dequenching, 30 min; higher % means a stronger effect. one-dose inhibition, % at 20 µM; IC50 in µM for titrated hits. hit rate 0.3% among 290,000; in the data active = inhibition mostly above about 52%, no sharp cut-off; inactive = mostly below about 76%; also: some results filed as inactive read as strong as hits
GPR35 antagonists – inhibition of zaprinast-stimulated GPR35 beta-arrestin translocation – imaging, U2OS, beta-arrestin-GFP, zaprinast agonist, primary screen (AID 2058) | U2OS GPR35 beta-arrestin-GFP translocation imaging, zaprinast antagonism; higher % means a stronger effect | inhibition, % at 10 µM, or IC50 in µM where a hit was titrated | hit rate 0.052% among 290,000;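 active = inhibition of at least 50% with at least 30 cells and total cytoplasm GFP at most 10,000,000; inconclusive = under 30 cells or total GFP of 10,000,000 plus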
UTI89 phage lysis – inhibition of K1F phage lysis, E. coli UTI89, bacterial capsule biogenesis inhibitors, alamar blue (AID 488966) | E. coli UTI89 K1F phage lysis, alamar blue, 2 h; higher % means a stronger effect | one-dose inhibition, % at 100 µM; IC50 in µM for titrated hits | hit rate 0.02% among 340,000;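 active = phage lysis inhibition, versus mean bacterial control, above a set limit; inconclusive = no clear call, values can overlap the other calls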;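 also: capsule biogenesis inhibitors block K1F phage lysis so surviving cells raise fluorescence; higher fluorescence means more inhibition of phage lysis; actives were called in the ten point dose series up to 300 µM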
GPR55 activation – GPR55 agonists via beta-arrestin recruitment, primary screen, imaging, U2OS cells, beta-arrestin-GFP redistribution (AID 1961) | U2OS GPR55 beta-arrestin-GFP redistribution imaging; higher % means a stronger effect | activation, % at 10 µM, or EC50 in µM where a hit was titrated | hit rate 0.048% among 290,000;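 active = activation above 40% with more than 50 cells counted in the well; inconclusive = wells holding fewer than 50 cells, flagged as toxic or sparse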;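 also: U2OS osteosarcoma cells stably expressing GPR55 and beta-arrestin-GFP; plate controls were DMSO negative control for no effect and LPI positive control for full effect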
NTR1 agonist cell count 20 µM – second read-out of NTR1 agonist, no call of its own (marks repeat the call); cell count; measured here: cell count, cytotoxicity flag
NS5 inhibitors pilot replicate – also measured in NS5 inhibitors; calls as there; inhibition, %; measured here: pilot screen replicate inhibition
* hit, by the source's call; [ ] = dose if it differs, or a comment. Outcome played no part in choosing rows; 1.2% or so of the library scored in one or more.

CCN(CC)CCCNC(=O)c1sc2nc(-c3ccc(F)cc3)cn2c1C was read as GPR55 LPI antagonism -16%, NS5 inhibitors 2%, AID2073 0%, Siah-1 displacement 1%, NTR1 agonist -2.5, HIV fusion peptide 1.3%, GPR35 antagonists 28%, UTI89 phage lysis 0.8%, GPR55 activation -0.1%, NTR1 agonist cell count 20 µM 93 and NS5 inhibitors pilot replicate 3.3.
Screening O=C(CSc1nnnn1-c1ccccc1)Nc1ccc(Cl)cc1 returned GPR55 LPI antagonism -5%, NS5 inhibitors -4%, AID2073 13%, Siah-1 displacement -2%, NTR1 agonist -0.3, HIV fusion peptide 3.7%, GPR35 antagonists -3%, UTI89 phage lysis -0.2%, GPR55 activation -0.1% and NTR1 agonist cell count 20 µM 86.
`Cc1nn(C)c(C)c1NC(=S)Nc1ccc(S(=O)(=O)Nc2ncccn2)cc1` gave GPR55 LPI antagonism 2%, NS5 inhibitors 2%, AID2073 -8%, Siah-1 displacement 1%, NTR1 agonist 1.0, HIV fusion peptide -1.5%, GPR35 antagonists 11%, UTI89 phage lysis 1.7%[50 µM], GPR55 activation -0.2% and NTR1 agonist cell count 20 µM 65.
`COc1ccc(CNC(=O)CCn2c(=O)oc3ccccc32)c(OC)c1` gave GPR55 LPI antagonism -12%, NS5 inhibitors 2%, AID2073 0%, Siah-1 displacement -4%, NTR1 agonist -0.2, HIV fusion peptide -0.4%, GPR35 antagonists -3%, UTI89 phage lysis 1.2%, GPR55 activation 0.1% and NTR1 agonist cell count 20 µM 47.
For Cc1nn(C)cc1CNCc1c(C(=O)N2CCCCC2)nc2c(C)cccn12 the results were GPR55 LPI antagonism 11%, NS5 inhibitors -7%, AID2073 25%, Siah-1 displacement 4%, NTR1 agonist -0.8, HIV fusion peptide 0.8%, GPR35 antagonists 14%, UTI89 phage lysis 0.3%, GPR55 activation -0.1% and NTR1 agonist cell count 20 µM 41.
Screening Cc1ccc(CS(=O)Cc2ccc(C(=O)N3CCN(C4CCCCC4)CC3)o2)cc1 (configuration not stated) returned GPR55 LPI antagonism 5%, NS5 inhibitors -6%, AID2073 inconclusive, Siah-1 displacement -4%, NTR1 agonist 0.8, HIV fusion peptide -1.0%, GPR35 antagonists 21%, UTI89 phage lysis 0.0%, GPR55 activation -0.1% and NTR1 agonist cell count 20 µM 57.
Cc1ccc(N2C(=O)c3n[nH]c(C)c3C2c2ccco2)cc1 (configuration not stated) was read as GPR55 LPI antagonism -5%, NS5 inhibitors 2%, AID2073 -1%, Siah-1 displacement -5%, NTR1 agonist -3.1, HIV fusion peptide 2.5%, GPR35 antagonists 16%, UTI89 phage lysis -0.7%, GPR55 activation -0.1%, NTR1 agonist cell count 20 µM 87 and NS5 inhibitors pilot replicate 3.8.
O=C(CSCc1ccccc1)N1CCc2ccccc21 was read as GPR55 LPI antagonism 20%, NS5 inhibitors -2%, AID2073 1%, Siah-1 displacement 2%, NTR1 agonist 4.6, HIV fusion peptide 1.5%, GPR35 antagonists -3%, UTI89 phage lysis -0.2%, GPR55 activation -0.1% and NTR1 agonist cell count 20 µM 55.
For Cc1c(C(=O)N2CCOCC2)[nH]c2c1C(=O)CC(c1ccccc1Cl)C2 (configuration not stated) the results were GPR55 LPI antagonism -16%, NS5 inhibitors -6%, AID2073 -5%, Siah-1 displacement -2%, NTR1 agonist 1.3, HIV fusion peptide 4.4%, GPR35 antagonists -8%, UTI89 phage lysis 0.0%, GPR55 activation -0.1% and NTR1 agonist cell count 20 µM 50.
Screening Cc1c(C#N)c(N)c(C(=O)c2ccccc2)n1Cc1ccccc1 returned GPR55 LPI antagonism -4%, NS5 inhibitors 2%, AID2073 inconclusive, Siah-1 displacement 3%, NTR1 agonist -0.4, HIV fusion peptide -1.4%, GPR35 antagonists 16%, UTI89 phage lysis 0.0%, GPR55 activation -0.1% and NTR1 agonist cell count 20 µM 72.
`O=c1c2c3c(sc2nc(NCCO)n1-c1ccccc1)CCCC3` gave GPR55 LPI antagonism 0%, NS5 inhibitors -2%, AID2073 -5%, Siah-1 displacement -3%, NTR1 agonist 0.8, HIV fusion peptide 0.7%, GPR35 antagonists 1%, UTI89 phage lysis 1.2%, GPR55 activation -0.1% and NTR1 agonist cell count 20 µM 72.
`Cc1ccc2[nH]c(=O)c(CN(Cc3ccccc3Cl)C(=O)N3CCOCC3)cc2c1` gave GPR55 LPI antagonism 11%, NS5 inhibitors -2%, AID2073 2%, Siah-1 displacement 0%, NTR1 agonist -0.4, HIV fusion peptide -0.4%, GPR35 antagonists 4%, UTI89 phage lysis -0.4%, GPR55 activation 0.3% and NTR1 agonist cell count 20 µM 82.
COC(=O)c1sc2ccccc2c1NC(=O)c1ccc(S(=O)(=O)N2CC(C)CC(C)C2)cc1 (configuration not stated) was read as GPR55 LPI antagonism -1%, NS5 inhibitors 4%, AID2073 9%, Siah-1 displacement 11%, NTR1 agonist 1.8, HIV fusion peptide -1.5%, GPR35 antagonists -13%, UTI89 phage lysis 1.0%[50 µM], GPR55 activation -0.5% and NTR1 agonist cell count 20 µM 49.
O=C(Nc1ccc(OC(F)F)c(Cl)c1)c1cccc(OC(F)F)c1 was read as GPR55 LPI antagonism 0%, NS5 inhibitors -6%, AID2073 6%, Siah-1 displacement -6%, NTR1 agonist -0.1, HIV fusion peptide -0.9%, GPR35 antagonists -7%, UTI89 phage lysis 12%, GPR55 activation 0.0% and NTR1 agonist cell count 20 µM 56.
Cc1nn(-c2ccccc2)c(Cl)c1/C=N/NC(=O)CCNc1n[nH]c(=O)[nH]c1=O was read as GPR55 LPI antagonism 1%, AID2073 12%, Siah-1 displacement 12%, NTR1 agonist 0.1, HIV fusion peptide -0.4%, GPR35 antagonists -13%, UTI89 phage lysis 1.7%[50 µM], GPR55 activation -0.2% and NTR1 agonist cell count 20 µM 64.
Oc1ccc(-c2c(C3=CCCCC3)sc3ccccc23)cc1 was read as GPR55 LPI antagonism -9%, NS5 inhibitors -4%, AID2073 6%, Siah-1 displacement 3%, HIV fusion peptide 2.7%, GPR35 antagonists -5%, UTI89 phage lysis -0.8% and GPR55 activation -0.3%.
`COc1ccc(S(=O)(=O)NCCC(=O)NCc2cccs2)cc1` gave GPR55 LPI antagonism 4%, NS5 inhibitors -2%, AID2073 4%, Siah-1 displacement 6%, NTR1 agonist 1.8, HIV fusion peptide 0.5%, GPR35 antagonists -8%, UTI89 phage lysis -1.2%, GPR55 activation 0.0% and NTR1 agonist cell count 20 µM 60.
For Nc1nc(SCC(=O)C23CC4CC(CC(C4)C2)C3)n[nH]1 the results were GPR55 LPI antagonism 6%, NS5 inhibitors -3%, AID2073 3%, Siah-1 displacement 2%, NTR1 agonist 0.2, HIV fusion peptide 5.4%, GPR35 antagonists -6%, UTI89 phage lysis -0.2%, GPR55 activation -0.3% and NTR1 agonist cell count 20 µM 36.
For Cc1ccc(C(=O)n2c(=S)nc3ccccn32)cc1 the results were GPR55 LPI antagonism 1%, AID2073 -6%, Siah-1 displacement 0%, HIV fusion peptide 0.3%, GPR35 antagonists 18% and GPR55 activation 0.2%.
`COc1ccc(NC(=O)COC(=O)[C@@H]2CCCN2S(=O)(=O)c2ccccc2F)c(OC)c1` gave GPR55 LPI antagonism 6%, NS5 inhibitors 1%, AID2073 3%, Siah-1 displacement 5%, NTR1 agonist 0.1, HIV fusion peptide 0.5%, GPR35 antagonists 6%, UTI89 phage lysis 0.3%, GPR55 activation 1.3% and NTR1 agonist cell count 20 µM 52.
Screening CCCCCCNc1c(C(=O)OCC)c(=O)[nH]c2ccccc12 returned GPR55 LPI antagonism -4%, NS5 inhibitors -3%, AID2073 -6%, Siah-1 displacement 1%, NTR1 agonist -3.1, HIV fusion peptide -2.7%, GPR35 antagonists -12%, UTI89 phage lysis 2.3%, GPR55 activation 0.2% and NTR1 agonist cell count 20 µM 63.
CCOC(=O)c1nnc(-c2ccc(C)cc2)nc1N1CCSCC1 was read as GPR55 LPI antagonism 2%, NS5 inhibitors 5%, AID2073 -6%, Siah-1 displacement 12%, NTR1 agonist 2.3, HIV fusion peptide 0.1%, GPR35 antagonists 2%, UTI89 phage lysis -0.2%, GPR55 activation -0.1% and NTR1 agonist cell count 20 µM 80.
Screening Cc1c(C(=O)NC2CCCCC2)oc2ccc(F)cc12 returned GPR55 LPI antagonism 4%, NS5 inhibitors -2%, AID2073 9%, Siah-1 displacement -2%, NTR1 agonist -0.5, HIV fusion peptide -2.2%, GPR35 antagonists 8%, UTI89 phage lysis 0.3%, GPR55 activation 0.7% and NTR1 agonist cell count 20 µM 40.
For Cc1ccc(C(=O)Nc2nc(C)c(C(=O)N(C)C)s2)o1 the results were GPR55 LPI antagonism 14%, NS5 inhibitors 3%, AID2073 11%, Siah-1 displacement 0%, NTR1 agonist 0.0, HIV fusion peptide -0.7%, GPR35 antagonists -2%, UTI89 phage lysis 1.0%[50 µM], GPR55 activation -0.1% and NTR1 agonist cell count 20 µM 67.
`O=C(O)c1cnn(-c2ccccc2)c1C(F)(F)F` gave GPR55 LPI antagonism 1%, NS5 inhibitors -6%, AID2073 2%, Siah-1 displacement 4%, NTR1 agonist -0.7, HIV fusion peptide -2.4%, GPR35 antagonists 4%, UTI89 phage lysis 1.7%, GPR55 activation -0.6% and NTR1 agonist cell count 20 µM 37.
Screening Cc1ccc(N2C(=O)[C@@H]3[C@H](C2=O)[C@H]2C=CC=NN2[C@@H]3C(=O)Nc2ccc(Cl)cc2)cc1 returned GPR55 LPI antagonism -2%, NS5 inhibitors -4%, AID2073 14%, Siah-1 displacement -3%, NTR1 agonist 0.3, HIV fusion peptide -1.4%, GPR35 antagonists 9%, UTI89 phage lysis -0.2%, GPR55 activation -0.1% and NTR1 agonist cell count 20 µM 95.
